High-throughput results deposited in PubChem BioAssay by several laboratories.
Mtb UGM inh = M. tuberculosis UGM enzyme inhibitors, primary screen, biochemical, fluorescence polarization, single point. inhibition, % at 10 µM. AID 504406, 2011. purified UGM, fluorescence polarization probe displacement. UDP-galactopyranose mutase (Mycobacterium tuberculosis (strain ATCC 25618 / H37Rv)), …. 320,000 compounds, 0.06% hits; in the data active = inhibition above about 10%, passing the limit was not always enough; inconclusive = no clear call, values can overlap the other calls
Target sequence (P9WIQ1 whole entry, looked up): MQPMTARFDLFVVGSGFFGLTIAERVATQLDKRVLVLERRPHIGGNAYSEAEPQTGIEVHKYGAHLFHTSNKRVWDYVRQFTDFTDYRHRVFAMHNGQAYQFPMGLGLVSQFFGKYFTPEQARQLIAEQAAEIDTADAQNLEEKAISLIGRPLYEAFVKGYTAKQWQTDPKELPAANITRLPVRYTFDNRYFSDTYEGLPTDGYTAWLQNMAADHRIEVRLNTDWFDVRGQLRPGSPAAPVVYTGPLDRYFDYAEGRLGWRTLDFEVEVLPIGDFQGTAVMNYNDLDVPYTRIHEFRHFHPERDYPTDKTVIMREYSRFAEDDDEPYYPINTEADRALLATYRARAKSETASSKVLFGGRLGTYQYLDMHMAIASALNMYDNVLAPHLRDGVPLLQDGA
BoNT F protease = BoNT/F light chain protease inhibitors, primary screen, biochemical, flow cytometry, MLPCN library; Botulinum neurotoxin type F light chain protease (Clostridium botulinum); Multiplex microsphere protease cleavage assay; inhibition, % at 10 µM; 360,000 compounds, 0.22% hits; in the data active = inhibition above about 35%, passing the limit was not always enough; inconclusive = no clear call, values can overlap the other calls; also: plate controls were buffer without enzyme for full effect and enzyme alone for no effect
CCHFV vOTU inh = CCHFV vOTU protease inhibitors, primary screen, biochemical, Pep-AMC substrate, fluorescence; 370,000 compounds, 0.55% hits; inhibition, % at 11.5 µM; Crimean-Congo hemorrhagic fever virus L polyprotein viral ovarian tumor (vOTU) protease …; AID 651958, 2012; also: 0% = vehicle wells with enzyme and 100% = no enzyme wells
Mtb BioA inh = M. tuberculosis BioA enzyme inhibitors, primary screen, biochemical, plate reader, single point, HTS; 7,8-diaminopelargonic acid synthase BioA (Mycobacterium tuberculosis); purified M. tuberculosis BioA enzyme; inhibition, % at 9.99 µM; 360,000 compounds, 0.096% hits; AID 602481, 2012; in the data active = inhibition above about 40%; inconclusive = no clear call, values can overlap the other calls
Rv3671c inh = Rv3671c serine protease inhibitors, primary screen, biochemical, fluorescence polarization, M. tuberculosis H37Rv. P9WHR9. inhibition, % at 5.96 µM. 320,000 compounds, 0.048% hits. AID 2606, 2010; in the data active = inhibition above about 38%;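 also: extracellular domain of Rv3671c used as enzyme; 0% = enzyme with DMSO and 100% = no enzyme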
GDH-TPI counter = GDH-TPI coupling enzyme inhibitors, primary screen, artefact control for M. tuberculosis FBA inhibitor project, biochemical, absorbance, full deck; GDH-TPI coupled enzyme counterscreen, NADH absorbance; inhibition, % at 4.8 µM; 360,000 compounds, 1.2% hits; AID 588335, 2011;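 also: 0% = DMSO wells and 100% = wells lacking the enzyme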
FBA Mtb inh = Mtb FBA enzyme inhibitors, primary screen, biochemical, fluorescence, strain H37Rv; Fructose-bisphosphate aldolase (Mycobacterium tuberculosis (strain ATCC 25618 / H37Rv)), …; purified M. tuberculosis FBA, fluorescence read-out; inhibition, % at 1 µM; 360,000 compounds, 2.3% hits; in the data active = inhibition above about 27%;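 also: 0% = vehicle and 100% = reference inhibitor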
Target sequence (P9WQA3 whole entry, looked up): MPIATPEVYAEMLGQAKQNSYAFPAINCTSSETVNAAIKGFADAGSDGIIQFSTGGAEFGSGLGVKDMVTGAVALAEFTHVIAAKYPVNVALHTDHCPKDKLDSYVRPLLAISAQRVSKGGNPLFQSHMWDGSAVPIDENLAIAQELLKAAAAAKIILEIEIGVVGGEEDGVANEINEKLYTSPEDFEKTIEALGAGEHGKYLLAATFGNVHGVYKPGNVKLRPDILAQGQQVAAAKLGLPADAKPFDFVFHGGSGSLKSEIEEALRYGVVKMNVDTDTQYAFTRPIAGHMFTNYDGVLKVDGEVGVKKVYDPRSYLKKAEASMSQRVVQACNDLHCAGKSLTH
DUSP3 inh = VHR1 phosphatase inhibitors, primary screen, biochemical, absorbance, uHTS; Dual specificity protein phosphatase 3 (Homo sapiens), P51452; recombinant VHR phosphatase, pNPP absorbance; inhibition, % at 13.3 µM; 290,000 compounds, 0.52% hits; AID 1654, 2009; in the data active = inhibition above about 50%; also: some compounds called inactive have numbers as strong as hits
Target sequence (P51452 whole entry, looked up): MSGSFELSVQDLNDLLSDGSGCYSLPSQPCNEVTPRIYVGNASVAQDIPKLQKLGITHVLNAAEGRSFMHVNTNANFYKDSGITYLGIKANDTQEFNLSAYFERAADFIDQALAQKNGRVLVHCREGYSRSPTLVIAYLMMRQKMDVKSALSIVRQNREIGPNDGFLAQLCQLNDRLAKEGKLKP
MazF activator = activators of E. coli MazEF toxin-antitoxin RNase, primary screen, biochemical, fluorescence, uHTS. Endoribonuclease toxin MazF (Escherichia coli (strain K12)), P0AE70. FAM/BHQ RNA-DNA oligo cleavage fluorescence, 5 h. activation, % at 20 µM. 350,000 compounds, 0.32% hits; in the data active = activation above about 50%
Target sequence (P0AE70 whole entry, looked up): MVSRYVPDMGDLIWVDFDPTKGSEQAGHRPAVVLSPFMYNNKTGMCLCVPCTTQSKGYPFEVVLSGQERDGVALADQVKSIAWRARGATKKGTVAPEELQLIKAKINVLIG
FadD28 binding = inhibitors of FadD28 bisubstrate probe binding, primary screen, biochemical, fluorescence polarization, single point; Mycobacterium tuberculosis FadD28 fatty-acid-AMP ligase; 360,000 compounds, 0.22% hits; inhibition, % at 12.5 µM; in the data active = inhibition above about 8.5%, passing the limit was not always enough; inconclusive = no clear call, values can overlap the other calls
Starred values were filed as active, the others as inactive; ? = inconclusive; . = not tested or not shown; & = joins results of further samples. Rule as the data show it, unless noted: active = inhibition above about 30%; inactive = the rest.

The line under a structure holds: Mtb BioA inh	GDH-TPI counter	DUSP3 inh	CCHFV vOTU inh	BoNT F protease	FBA Mtb inh	MazF activator	FadD28 binding	Rv3671c inh	Mtb UGM inh
COc1cc(OC)c(NC(=O)C2CCCO2)cc1Cl (configuration not stated)
    6.1	8	17	0	-10	2	-1	0.1	-4	2.1
O=C(CNC(=O)c1ccco1)OC(C(=O)c1ccccc1)c1ccccc1 (configuration not stated)
    -4.1	11	21	6	18	3	-3	-0.8	2	1.0
CCCCC(=O)NCc1ccc(F)cc1
    0.1	9	-4	0	2	1	8	-2.7	-2	-4.3
CCCOc1ccc(Cn2c(O)cc(=O)[nH]c2=O)cc1
    -2.9	-6	-11	10	-2	-2	-18	-0.6	-44	2.5
O=C1CC(c2ccccc2)Cc2nc3nc(C(F)(F)F)nn3cc21 (configuration not stated)
    -1.2	4	-19	10	-3	0	9	-4.0	-2	-0.5
CC1OC(Nc2ccc(N=Nc3ccccc3)cc2)C(O)C(O)C1O (configuration not stated)
    2.6	16	26	16	0	-16	4	-1.8	-10	1.6
CC(C)(C)Nc1nc(SCC(=O)Nc2ccccc2)nc(N2CCOCC2)n1
    .	2	-5	22	-1	1	3	-0.4	-3	1.6
Fc1ccc(/C=N/NC(=S)Nc2ccc(Cl)cc2Cl)cc1
    .	24	-9	10	-2	-2	-16	-3.0	-1	0.5
O=c1nc2n(c3ccc([N+](=O)[O-])cc13)CCCCC2
    -7.1	2	13	0	1	7	-10	-2.0	2	-2.3
Cc1ccc(SCCN)cc1C
    .	-1	22	0	-4	-3	0	-1.6	-5	1.4
CCOc1cc(CNCc2ccccn2)ccc1OCC(=O)NC1CCCCC1
    1.2	15	33	3	-6	-1	-1	0.2	3	-0.6
CN(CCCNC(=O)CSc1cc(=O)n(C)c2cc(Cl)ccc12)Cc1ccccc1
    .	6	7	-15	-5	3	6	-4.0	-2	0.4
O=C(CSc1cccc[n+]1[O-])NC1CCCCCCC1
    .	0	26	-18	-3	-2	2	-3.4	-4	0.7
CCN(CCO)Cc1cc(=O)oc2cc3c(cc12)CCC3
    .	4	15	3	-1	13	2	-3.7	-10	0.7
O=C(Cc1ccc(F)cc1)NCCS(=O)(=O)N1CCN(c2cccc(Cl)c2)CC1
    -0.8	1	.	0	.	4	-10	-10	2	1.9
CCn1c(COc2ccccc2OC)nnc1SCC(=O)NC1CCCC1
    0.8	-6	41	5	4	2	1	1.3	-5	-1.3
O=C(CCl)Oc1ccc2occ(C(=O)c3cccs3)c2c1
    0.1	3	-14	0	9	-5	6	-4.8	-10	1.6
CC(C)CC1C(=O)N(Cc2cn(CCC3OCCCO3)nn2)CCS(=O)(=O)N1Cc1ccc(-c2ccc(Cl)c(Cl)c2)cc1 (configuration not stated)
    -2.7	9	.	14	8	-3	25	-0.9	.	.
CSc1nnc2ccc(-c3ccc(C)cc3)nn12
    7.1	5	4	-3	0	7	1	-1.9	-2	-1.9
CCC(=O)c1ccc(OCC(O)CN2CCCCC2)cc1 (configuration not stated)
    .	19	21	0	-1	-2	1	-1.0	-6	-1.2
CCCCCCCCC(=O)NCCOc1ccc(OC)cc1
    -0.3	6	-18	0	2	0	2	-0.9	-2	.
Cc1ccccc1C1CCCN(Cc2nc(C3CC3)no2)C1 (configuration not stated)
    .	-4	32	1	-1	1	-1	-3.6	2	-0.1
NC(=O)COC(=O)CSc1ccc2ccccc2c1
    -2.1	-8	28	3	-6	3	6	-25	4	-2.2
CCC(CC)N1CCN(C(=O)c2cc(OC)c(OC)c(OC)c2)CC1
    1.5	4	1	6	?	3	5	0.5	4	-0.1
O=C(CCS(=O)(=O)Cc1ccccc1)NCc1ccco1
    -1.6	-10	2	-5	-6	1	-6	-3.0	-2	-0.1
C=CCOC(=O)C1=C(C)NC(SCC(=O)NC(=O)OCC)=C(C#N)C1c1cccnc1 (configuration not stated)
    14	7&12	11	11&-4	-5&-1	12&7	17&25	-2.7&0.0	4	-0.4
Cc1ccc(-n2cc(CNCCN3CCOC3=O)c(-c3cccc(C)c3)n2)cc1
    .	7	13	-6	-7	2	1	-1.8	-8	-2.5
O=C(CSc1nc(C2CC2)nc2ccccc12)N1CCCCC1
    9.8	-1	-2	10	2	1	17	-3.2	8	0.9
C1=NCCCN2CCCCC12 (configuration not stated)
    1.0	9	.	-8	-2	2	1	0.0	.	.
COc1ccc(N2CC(C(=O)N3CCC(c4nc5ccccc5[nH]4)CC3)CC2=O)cc1 (configuration not stated)
    .	6	.	-2	-1	-2	-5	-3.6	9	.

Single entries from the entries so far.
CCHFV vOTU inh with `CCCCCCCCC(=O)NCCOc1ccc(OC)cc1` : 0
GDH-TPI counter with `CSc1nnc2ccc(-c3ccc(C)cc3)nn12` : 5
CCHFV vOTU inh with `O=c1nc2n(c3ccc([N+](=O)[O-])cc13)CCCCC2` : 0
GDH-TPI counter with `C1=NCCCN2CCCCC12` (configuration not stated) : 9

Compound profiles, from the list above. Order of values: Mtb BioA inh	GDH-TPI counter	DUSP3 inh	CCHFV vOTU inh	BoNT F protease	FBA Mtb inh	MazF activator	FadD28 binding	Rv3671c inh	Mtb UGM inh
Shown for CCC(CC)N1CCN(C(=O)c2cc(OC)c(OC)c(OC)c2)CC1 : 1.5	4	1	6	?	3	5	0.5	4	-0.1
Shown for CCC(=O)c1ccc(OCC(O)CN2CCCCC2)cc1 (configuration not stated) : .	19	21	0	-1	-2	1	-1.0	-6	-1.2

More structures
The line under a structure holds: Mtb BioA inh	GDH-TPI counter	DUSP3 inh	CCHFV vOTU inh	BoNT F protease	FBA Mtb inh	MazF activator	FadD28 binding	Rv3671c inh	Mtb UGM inh
CN1OC[C@@H]2CN(C(=O)C(C)(C)C)[C@H](c3cccc(Br)c3)C[C@@H]21
    0.2	-2	.	-4	-2	0	53*	-4.2	.	.
CC(=O)N1CC(C)Oc2ccc(S(=O)(=O)NC(CC(=O)O)c3ccccc3C)cc21 (configuration not stated)
    -0.9	2	24	-13	4	1	6	-0.3	-1	0.9
O=C(CN1CCN(C(=O)c2ccco2)CC1)Nc1ccccc1
    -1.1	0	16	3	-6	6	1	-0.2	-4	-1.6
COc1cccc(NC(=O)C2CC(=O)N=C(N)S2)c1 (configuration not stated)
    -0.2	3	0	1	?	3	5	-1.0	4	-1.8
O=C(CSc1ccc(F)cc1)Nc1ccccc1Br
    .	0	1	26	-3	0	7	-0.5	2	1.0
CC1CN(C(=S)Nc2cccc(Cl)c2Cl)CC(C)O1 (configuration not stated)
    -1.2	7	11	-4	3	1	-1	-3.8	-8	-2.2
O=C(CS(=O)c1cccc(Cl)c1)Nc1ccccc1Cl (configuration not stated)
    0.1	0	33	10	-2	2	6	0.1	-2	-1.8
O=C(CNS(=O)(=O)c1cccs1)N1CCN(c2ccccc2F)CC1
    -0.8	7	7	-3	29	0	2	-0.5	-11	-1.6
O=C(COc1ccc(C(F)(F)F)cc1[N+](=O)[O-])Nc1cccc(C(F)(F)F)c1
    .	9	-3	-9	4	3	-1	-0.1	-2	-0.7
Cc1cc(C(=O)CN2C(=O)c3ccccc3S2(=O)=O)c(C)n1-c1ccccc1
    -4.4	3	14	4	-8	4	0	-2.0	-6	3.3
CCOC(=O)c1ccc(NS(=O)(=O)CC)cc1
    0.9	-11	0	-13	7	-12	0	-4.7	0	-0.7
O=C(O)CSc1c(-c2ccccc2)[nH]c2ccccc12
    .	6	-1	0	1	7	2	-0.6	-1	1.0
COc1ccc(NC(=O)N(Cc2ccc3c(c2)OCO3)C2CC(=O)N(c3ccc(OC)cc3)C2=O)cc1 (configuration not stated)
    0.0	6	28	-8	-4	2	7	0.8	9	.
CCCSc1ccc2nc(-c3ccccc3)cn2c1
    .	5	12	1	-1	16	-3	-2.5	-8	1.4
CCOC(=O)c1sc(NC(=O)Cc2ccc(C)cc2)nc1C
    .	5	29	-1	-4	-7	4	0.8	3	1.3
O=c1[nH]cnc2c1cnn2Cc1ccccc1
    1.4	1	19	-8	2	-3	5	-0.5	-6	-2.1
COc1ccc(S(=O)(=O)NC(C)C(=O)Nc2ccc3c(c2)OCO3)cc1OC (configuration not stated)
    0.5	-7	21	10	0	1	6	-2.3	12	0.0
CCC(CC)NC(=O)c1cc2c(C)nn(Cc3ccccc3Cl)c2s1
    .	15	1	5	-5	-2	17	-0.9	2	1.8
CC1CCN(S(=O)(=O)c2ccc(C(C)C)cc2)CC1
    .	5	-5	2	10	6	-10	-1.7	1	0.3
O=C(CCn1nnc(-c2cccs2)n1)NC1CCCCC1
    0.0	7	4	-14	-13	-3	-10	-2.1	0	1.7
CC1CCN(c2ccc([N+](=O)[O-])cc2C(=O)O)CC1
    .	11	3	2	3	-20	-12	-2.8	5	1.8
COC(=O)NC1(C(F)(F)F)NC(=O)N(C2CCCCC2)C1=O (configuration not stated)
    -0.4	6	19	18	-2	1	11	-0.8	9	0.2
COc1ccccc1N1CCN(CC(=O)NC(=O)NCc2ccco2)CC1
    -0.2	0	0	-9	-7	2	3	1.9	5	1.5
COC(=O)c1cc(NC(=O)Cc2cccs2)cc(C(=O)OC)c1
    2.7	-2	18	-1	2	0	6	-2.1	-4	-2.5
COCCCNC(=O)c1c(NC(=O)c2cccs2)sc2c1CCCC2
    -1.3	12	9	14	0	1	3	2.0	-5	1.7
CC1CC(O)C2C3(C)CCCC2(COC3=O)C12CCC1(CCOC1=O)O2 (configuration not stated)
    -2.6	-2	.	-5	-8	4	.	-2.4	.	.
Cc1ccc(-c2ocnc2C(=O)Nc2ccccc2C(=O)N2CCCC2)cc1
    -0.8	0	18	9	-4	0	8	0.3	8	-4.9
CC(NC(=O)Cc1cccc(C(F)(F)F)c1)c1ccc(F)cc1 (configuration not stated)
    .	16	18	11	-4	1	5	-3.7	-1	1.8
Cn1c(=O)c(/C=C/c2ccccc2)nc2ccccc21
    .	4	16	-27	3	10	3	-1.7	-18	-3.3
Oc1c(C(c2ccccc2)N2CCc3ccccc3C2)sc2ncnn12 (configuration not stated)
    0.2	-3	16	3	2	0	6	-4.2	4	-2.9
Nc1n[nH]c(=S)n1/N=C1/C(=O)Nc2ccccc21
    .	6	-7	4	-3	-10	-1	-0.1	.	.
COc1ccc(C2NCCCC2c2ccccc2)cc1 (configuration not stated)
    .	-3	.	-6	-9	-2	9	-12	.	.
COC(c1ccccc1)c1nnc(CCC(=O)NCCC(C)C)o1 (configuration not stated)
    .	6	-1	14	1	0	5	-0.6	6	0.0
Cc1ccc(NC2CCCN(C(=O)CN3C(=O)c4ccccc4C3=O)C2)cc1C (configuration not stated)
    2.0	5	5	8	2	4	-1	1.1	-3	0.2
NC(=O)c1cccc(-c2ccnc3c2CC(C(=O)NCc2cccc(Cl)c2)O3)c1 (configuration not stated)
    2.1	2	.	-6	4	5	.	1.6	.	.
O=C(Nc1nnc(-c2ccncc2)s1)Nc1ccccc1F
    .	13	34	-7	-2	6	3	1.5	11	-1.9
CSc1ccccc1OCc1cc(C(=O)N(C)Cc2nonc2C)no1
    0.0	3	32	2	2	0	4	-3.8	-3	1.0
